Screening data from PubChem BioAssay.
OX1R antag-1 – OX1R (HCRTR1) antagonists, primary screen, fluorescence, CHO/OX1R cells, Fluo-8 calcium, orexin A; Orexin/Hypocretin receptor type 1 (Homo sapiens), O43613; Fluo-8 calcium fluorescence; inhibition, % at 5 µM; 0.43% of 330,000 active; AID 434989, 2010;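 active means inhibition above its plate's threshold, mean inhibition of all tested compounds on the plate plus 3 SD, cut at about 37% in these data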;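 further: 0% = orexin A challenge wells and 100% = SB-334867-A antagonist wells; not every result past the cut was called active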
Target sequence (O43613 whole entry, looked up): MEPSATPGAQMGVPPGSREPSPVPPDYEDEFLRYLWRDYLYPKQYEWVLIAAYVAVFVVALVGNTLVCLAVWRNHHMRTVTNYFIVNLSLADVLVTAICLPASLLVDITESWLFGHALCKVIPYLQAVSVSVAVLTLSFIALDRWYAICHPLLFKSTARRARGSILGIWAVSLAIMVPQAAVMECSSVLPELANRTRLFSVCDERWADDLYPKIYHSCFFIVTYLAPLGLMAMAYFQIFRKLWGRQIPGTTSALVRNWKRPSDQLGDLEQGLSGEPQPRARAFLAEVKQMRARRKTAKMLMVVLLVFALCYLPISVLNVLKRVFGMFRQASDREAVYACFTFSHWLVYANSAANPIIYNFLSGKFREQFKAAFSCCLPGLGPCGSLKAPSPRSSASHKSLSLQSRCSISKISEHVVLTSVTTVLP
OX1R antag-2 – antagonists of human orexin 1 receptor (OX1R) | 1.8% of 330,000 active | OX1R-expressing cells, FRET antagonist read-out | Orexin/Hypocretin receptor type 1 (Homo sapiens), O43613 | AID 485270, 2010 | inhibition, % at 6.6 µM; in the data active means inhibition mostly above about 38%, no sharp cut-off; inactive means mostly below about 40%;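 further: 0% = agonist challenge alone and 100% = reference antagonist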
* = called active by the depositor. Not a hit list; 2.1% or so of the library scored in one or more.

Every second line gives: OX1R antag-1 | OX1R antag-2
> CCCn1c2ccccc2c2nnc(SCC(=O)OC)nc21
→ -21 | 24
> C[n+]1cn(Cc2ccc(C#N)cc2)c2ccccc21
→ -8 | 12
> Cc1cnc(C(=O)OCC(=O)NC(C)C)cn1
→ -11 | 2
> Cc1nc2c(ccc3nc(NC(=O)C(c4ccccc4)c4ccccc4)sc32)s1
→ -4 | 17
> CCN(CC)c1ccc(/C=N/n2nnnc2N)c(O)c1
→ 0 | 10
> CCCOc1c(OC)cc(Cl)cc1C1NC(=O)NC(C)=C1C(=O)NCc1ccccc1 (centres undefined)
→ -24 | 17
> CCN1CCN(C(=S)NCCc2ccccc2)CC1
→ -24 | 12
> COc1ccc2[nH]c3c(c2c1)CCN1C(=O)C(CC(=O)NCc2ccco2)C[C@H](C(=O)N2CCOCC2)[C@@]31CCC1CCCC1 (some centres undefined)
→ -7 | 4
> O=C(Nc1ccc(C(=O)N2CCCCC2)cc1)c1ccc(Br)cc1
→ -23 | 18
> COc1ccc(OC)c(S(=O)(=O)N/N=C\c2ccc3c(c2)OCO3)c1
→ 0 | 3
> CCCCc1nnc(NC(=O)COC)s1
→ -2 | -2
> Clc1cccc(OCCn2ccnc2)c1
→ 0 | 0
> COc1ccc(C(=O)N(CCCO)C(C)C(=O)NC2CCCCC2)cc1OC (centres undefined)
→ -13 | -2
> Cc1c(Cl)cccc1NC(=S)Nc1ccc(S(=O)(=O)Nc2ncccn2)cc1
→ -3 | 7
> Cc1ccc(-n2c(=O)cc(N3CCN(C(=O)c4ccco4)CC3)[nH]c2=O)cc1
→ 14 | 6
> COc1ccc(NC(=O)Cn2cnc3sc(C)c(S(=O)(=O)N4CCOCC4)c3c2=O)cc1Cl
→ -30 | 24
> CCOc1cccc(C(=O)Nc2ccc(N3CCN(S(C)(=O)=O)CC3)cc2)c1
→ -10 | 16
> COc1ccccc1CNC(=O)c1ccoc1C
→ -25 | 1
> Cn1c(=O)c2c(nc(CN3CCc4ccccc4C3)n2Cc2cccc(Cl)c2)n(C)c1=O
→ -7 | 35
> Cc1ccc(-c2csc(NC(=O)c3ccc4c(=O)n5c(nc4c3)CCCCC5)n2)cc1
→ -40 | 15

Some of these compounds in order of the OX1R antag-2 value, high to low:
Every second line gives: OX1R antag-1 | OX1R antag-2
> CCCOc1c(OC)cc(Cl)cc1C1NC(=O)NC(C)=C1C(=O)NCc1ccccc1 (centres undefined)
→ -24 | 17
> CCOc1cccc(C(=O)Nc2ccc(N3CCN(S(C)(=O)=O)CC3)cc2)c1
→ -10 | 16
> Cc1ccc(-c2csc(NC(=O)c3ccc4c(=O)n5c(nc4c3)CCCCC5)n2)cc1
→ -40 | 15
> Cc1ccc(-n2c(=O)cc(N3CCN(C(=O)c4ccco4)CC3)[nH]c2=O)cc1
→ 14 | 6
> Cc1cnc(C(=O)OCC(=O)NC(C)C)cn1
→ -11 | 2
> Clc1cccc(OCCn2ccnc2)c1
→ 0 | 0

New compounds follow.
Every second line gives: OX1R antag-1 | OX1R antag-2
> Fc1ccc2[nH]c3c(NCc4ccccc4)ncnc3c2c1
→ 3 | 59*
> CN(CC(=O)Nc1ccc(Cl)c(C(F)(F)F)c1)C(=O)Cc1c[nH]c2ccccc12
→ -17 | 29
> COc1ccc(CC(=O)N2CCN(c3ccccc3F)CC2)cc1OC
→ -16 | 38
> Cc1ccc(SCC(=O)OCn2nnc3ccccc3c2=O)cc1C
→ -10 | 9
> CC(C)(C)NC(=S)NCC1CC1
→ -1 | -6
> COc1ccc(CCNC(=S)NC(=O)c2ccc(Br)cc2)cc1OC
→ -36 | 12
> O=[N+]([O-])c1cc(S(=O)(=O)NC2=NCCCCC2)ccc1Cl
→ -7 | 15
> COc1ccc(CC(C(=O)Nc2ccc(OC)cc2)c2nn[nH]n2)cc1 (centres undefined)
→ -15 | 6
> CCCCOc1ccc(C2C3CN(C(=O)OCC)CC=C3C(C#N)=C(N)C2(C#N)C#N)cc1OC (centres undefined)
→ -25 | 2
> COc1ccc(Cl)cc1NC(=O)CN(C)C(=O)c1ccc(-n2cncn2)cc1
→ -15 | 4
> COc1ccc(S(=O)(=O)Nc2cccc(F)c2C)cc1C(=O)N1CCOCC1
→ -7 | 9
> COc1ccc(S(=O)(=O)N2CCCCC2)cc1NC(=O)c1cc([N+](=O)[O-])ccc1N1CCOCC1
→ 3 | 9
> CCOC(=O)c1cn(CC)c2c(ccc3ccccc32)c1=O
→ -46 | 14
> O=Nc1c(O)n(Cc2ccc(Cl)cc2Cl)c2ccccc12
→ 24 | 16
> Cc1ccc(NC(=O)COC(=O)C(CC(C)C)N2C(=O)C3CC=CCC3C2=O)c(C)c1 (centres undefined)
→ -4 | 32
> O=C(COc1ccc(Cl)cc1Cl)N1CCCCCC1
→ -3 | 9
> Cc1cc(C)c(S(=O)(=O)c2ccc(F)cc2C)c(Cl)n1
→ -15 | 13
> COc1ccccc1NC(=O)C(=N\O)/C(C)=N/O
→ -10 | 13
> CSc1ccccc1C(=O)NCc1cccnc1
→ 10 | 15
> CN(C)S(=O)(=O)c1cccc(C(=O)NC2CCSc3ccccc32)c1 (centres undefined)
→ -16 | 4

Later entries
Every second line gives: OX1R antag-1 | OX1R antag-2
> CC(Sc1nc(N)cc(N)n1)C(=O)NCCC1=CCCCC1 (centres undefined)
→ -7 | -1
> O=C(COC(=O)C1(c2ccccc2F)CCCC1)NCc1cccs1
→ -2 | 25
> COc1ccccc1N1CCN(S(=O)(=O)CCNC(=O)c2ccccc2Br)CC1
→ -12 | -8
> COc1ccccc1/C=N/NC(=O)c1nnn(-c2nonc2N)c1-c1ccccc1
→ -13 | 20
> COCCn1c(SCC(=O)c2c(N)n(C3CC3)c(=O)[nH]c2=O)nc2ccccc21
→ -5 | -1
> Cc1ccc(C(C)C)c(OC(=O)/C=C/c2ccccc2)c1
→ -33 | 13
> CN1CCN(C(=O)CSc2nnc(COc3ccccc3)o2)CC1
→ 4 | 4
> O=C(Nc1nc(-c2ccccc2)cs1)c1ccc(=O)[nH]c1
→ -7 | 0
> O=C(CSCC(=O)NC1CC1)Nc1ccccc1
→ -13 | 13
> CCc1ccc2nc3sc(C(=O)N4CCc5ccccc54)c(N)c3cc2c1
→ -4 | 7
> COc1ccc(Nc2nnc(C)c3ccccc23)cc1C(N)=O
→ -11 | 17
> CCc1ccc2c(c1)/C(=N/N(C)C(=S)NC)C(=O)N2
→ -28 | 16
> CCc1nc2ccccc2n1Cc1ccc(F)cc1
→ -15 | 17
> O=C(c1cc2nc(-c3ccco3)cc(C(F)(F)F)n2n1)N1CCN(c2ccc(F)cc2)CC1
→ -24 | 24
> COc1ccc(C2C(C(=O)Nc3ccc(OC)c(OC)c3)c3ccccc3C(=O)N2C)cc1 (centres undefined)
→ -16 | 2
> CC(NC(=O)C12CC3CC(CC(C3)C1)C2)c1ccc2c(c1)OCCO2 (centres undefined)
→ -26 | -7
> O=C(Cc1ccccc1)NCC(=O)N/N=C/c1ccc(Cl)cc1
→ -29 | 10
> CCCc1nnc(NC(=O)CCC(=O)N2CCN(Cc3ccc(C)cc3C)CC2)s1
→ -35 | -1
> CC(=O)c1ccc(-n2cc(-c3ccc(C(C)(C)C)cc3)[n+]3c2SCCC3)cc1
→ 8 | -3
> CC(NS(=O)(=O)c1ccc2c(c1)C(=O)c1cc(S(=O)(=O)NC(C)C(=O)O)ccc1-2)C(=O)O (centres undefined)
→ -5 | 60*

Next part:
Every second line gives: OX1R antag-1 | OX1R antag-2
> CCN(CC)CCN(C(=O)c1cc2ccccc2cc1OC)c1nc2ccc(OC)cc2s1
→ -15 | 17
> COc1cc(OC)c2ccc(=O)oc2c1C(CC(=O)N1CCOCC1)c1ccc2c(c1)OCO2 (centres undefined)
→ -25 | 20
> CCCCNC(=O)C(C)N(CCN(C)C)C(=O)CCCN1C(=O)NC(c2ccc([N+](=O)[O-])cc2)C(C(=O)OCc2ccccc2)=C1C (centres undefined)
→ -27 | 5
> CCc1ccc(OCC(=O)NCC(c2ccc(Cl)cc2)N2CCCCC2)cc1 (centres undefined)
→ -23 | 3
> CC(=O)N1N=C(c2ccc(Cl)cc2)CC1c1ccc([N+](=O)[O-])cc1 (centres undefined)
→ -1 | 11
> COC(=O)c1ccc(CSCC(=O)Nc2ccccc2)cc1
→ -18 | 0
> Cc1[nH]n(-c2ccccc2)c(=O)c1N=Nc1cccc([N+](=O)[O-])c1
→ 2 | 46
> CC(=O)N1Cc2ccccc2C(C)CC12CCCC2 (centres undefined)
→ -21 | 11
> COc1ccccc1NC(=O)c1ccc(NC(=O)CN2C(=O)CN(C)C2=O)cc1
→ -13 | 6
> Cc1ccnc(NC(c2ccsc2)c2ccc3ccc(C)nc3c2O)c1 (centres undefined)
→ -13 | 21
> COc1ccc(C)cc1S(=O)(=O)N(CC(=O)N1CCOCC1)Cc1ccccc1
→ -16 | 9
> Cc1ccccc1CN1C[C@@H]2C[C@@H](c3cnc(N4CCOCC4)s3)N3CCC[C@@]23C1=O
→ -22 | 22
> CCc1ccc(NC(=O)C(=O)c2cn(CC(=O)N3CCCCC3)c3ccccc23)cc1
→ -14 | 20
> O=C1C=C(c2ccc(O)cc2)C[C@@H](c2ccc3c(c2)OCO3)C1
→ 12 | 4
> [S-]C(=Nc1ccc(Cl)cc1)N[n+]1ccccc1
→ 6 | 13
> O=C(Cn1cc(SCc2ccc(F)cc2)c2ccccc21)N1CCOCC1
→ -27 | 11
> CCOC(=O)CN1C(=O)/C(=C/c2ccc(Cl)cc2)Oc2ccccc21
→ -8 | 4
> NNC(=S)NCc1cccnc1
→ -20 | 8
> CCc1nc2ccc(Cc3ccc4nc(CC)[nH]c4c3)cc2[nH]1
→ -32 | -4
> CCCn1c(-c2cccs2)nc2ccccc21
→ -6 | 28

Next part
Every second line gives: OX1R antag-1 | OX1R antag-2
> CCCCN(CC)Cc1ccc(CNC(=O)Nc2ccccc2)o1
→ -9 | 9
> CNc1cc(CSC)nc(SCc2ccc(Cl)c(Cl)c2)n1
→ 55* | 49*
> CCN(CC)S(=O)(=O)c1ccc2[nH]c(=O)cc(C(=O)Nc3ccccc3N3CCCC3)c2c1
→ -14 | 15
> CCN1CCN(C(=O)CNC(=O)c2nn(-c3ccc(OC)cc3)c(=O)c3ccccc23)CC1
→ -32 | 36
> COc1ccc(C(CNC(=O)c2cccc(S(=O)(=O)N3CCc4ccccc43)c2)N(C)C)cc1 (centres undefined)
→ -27 | 16
> Cc1cccc(/C=N/n2c(-c3ccccc3)n[nH]c2=S)c1O
→ 0 | 16
> CCOc1ccc(-n2cnnn2)cc1S(=O)(=O)N1CCCCC1
→ -8 | -1
> CC(C)c1ccc(CN2CC(C(=O)Nc3ccccc3)CC2=O)cc1 (centres undefined)
→ 6 | 4
> CC(=O)Nc1ccc(NC(=O)CSc2nnc(-c3cc4ccccc4o3)n2C)cc1
→ -19 | 12
> COc1c(/C=N/NC(=O)c2ccncc2)c(CCN(C)C(C)=O)cc2c1OCO2
→ 3 | 15
> O=[N+]([O-])c1cc(-c2csc(NCCc3nc4cc(C(F)(F)F)ccc4n3CCCO)n2)ccc1Cl
→ -19 | 23
> COC(=O)c1ccc(NS(=O)(=O)N(C)C)cc1
→ -5 | 3
> Cc1ccc(S(=O)(=O)NNC(=O)Nc2ccc(C)c(C)c2)c(C)c1
→ -27 | 8
> O=C(N=C1SCC(=O)N1c1ccccc1Cl)c1ccco1
→ -10 | 1
> Cn1cncc1C#Cc1ccc2c(=O)c3ccccc3oc2c1
→ 2 | 42
> COC(=O)c1c(NC(=O)C2CC2)sc2c1CCCC2
→ -7 | -1
> O=C(Nc1ccccc1N1CCCCC1)c1ccc(OC(F)F)cc1
→ -65 | 12
> CCN(CC(=O)NCc1ccc(Cl)cc1)C(=O)/C=C/c1ccco1
→ -16 | 14
> CC(C)(C)C(=O)Nc1ccccc1C(=O)NCc1ccco1
→ -9 | 14
> CC1Cc2ccccc2N1C(=O)Cn1c(=O)cc(O)c2ccccc21 (centres undefined)
→ -31 | 2

Continuation:
Every second line gives: OX1R antag-1 | OX1R antag-2
> Cc1nc(C(C)(C)O)n(-c2ccccc2)n1
→ 4 | 8
> Cc1ccc(C(=O)Nc2cccc(C(=O)NC3CCCC3)c2)cc1
→ -12 | 10
> O=C(O)/C=C/C(=O)NCCc1cccc(Cl)c1
→ -5 | 9
> Cc1ccc(C(=O)C2=C(O)C(=O)N(Cc3cccnc3)C2c2ccc(N(C)C)cc2)o1 (centres undefined)
→ -9 | 23
> CCn1c(CNC(=O)c2ccccc2F)nnc1SCC(=O)NC1CCCCC1
→ -6 | 5
> COC(=O)c1ccc(COc2ccccc2/C=N/NS(=O)(=O)c2ccccc2)cc1
→ -3 | 5
> COc1cc([N+](=O)[O-])cc2cc(C(=O)NC(C)(C)C)c(=O)oc12
→ -11 | 23
> Cc1ccccc1NC(=O)c1cc([N+](=O)[O-])ccc1NCCN1C(=O)CCC1=O
→ -20 | 31
> C=CCN1c2ccccc2[C@]23C[C@@H](C(=O)OC)N(C(=O)c4cc(C)oc4C)C2=NC(C(=O)OC)=C(C(=O)OC)[C@H]13
→ -25 | 27
> O=C(NC(=S)Nc1ccc(S(=O)(=O)Nc2ncccn2)cc1)c1ccc(Br)cc1
→ -10 | 6
> CC1CN(S(=O)(=O)c2ccc(C(=O)O)cc2)CC(C)O1 (centres undefined)
→ 5 | 10
> Cc1ccc(NC(=O)COC(=O)C2C3CC4OC(=O)C2C4C3)cc1Cl (centres undefined)
→ -7 | 18

With a hit mark in OX1R antag-2, among the entries above:
Every second line gives: OX1R antag-1 | OX1R antag-2
> Fc1ccc2[nH]c3c(NCc4ccccc4)ncnc3c2c1
→ 3 | 59*
> CC(NS(=O)(=O)c1ccc2c(c1)C(=O)c1cc(S(=O)(=O)NC(C)C(=O)O)ccc1-2)C(=O)O (centres undefined)
→ -5 | 60*
> CNc1cc(CSC)nc(SCc2ccc(Cl)c(Cl)c2)n1
→ 55* | 49*
